Screening data deposited in PubChem by several laboratories.
MrgX1 allo act = human MrgX1 positive allosteric modulation, primary screen | B-score at 10 µM | MrgX1-HEK293, Fluo-4 calcium flux, FDSS; stronger effect = higher value | AID 588675 | 310,000 tested, 0.63% active;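 active means plate-corrected calcium response at least 3 library SD above typical, normal starting fluorescence, not activating the receptor alone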;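 further: compound read alongside a low EC10 to EC30 dose of BAM8-22 agonist; peak minus trough fluorescence over baseline measured at the second addition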
MrgX1 ag = human MrgX1 receptor agonism, primary screen; Q96LB2; MrgX1-HEK293 cells, Fluo-4 calcium fluorescence, agonist mode; stronger effect = higher value; B-score at 10 µM; 310,000 tested, 0.44% active;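 active means calcium response B-score plate-corrected fluorescence ratio at least 3 library SD, with starting fluorescence B-score inside 5 SD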
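Material: MrgX1-expressing HEK293 cells / Dosing: compound as first of three additions / Incubation: overnight seeding, then 1 h dark dye loading / Signal: Fluo-4 NW calcium fluorescence / Evaluation: B-scored fluorescence response ratio / Benchmarks: positive and negative control wells on each plate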
RGS4 inh = human RGS4 inhibition; P49798; HEK293 M3R/RGS4 inducible, Fluo-4 calcium flux; stronger effect = higher value; triggered by carbachol at its EC20; B-score at 10 µM; 310,000 tested, 0.45% active;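 active means B-score, a plate-corrected calcium signal, over three deviations above library mean, with baseline fluorescence within five deviations of library mean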;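 further: RGS4 expression induced by doxycycline in cells with stable M3 receptor; B-score is computed from the integrated fluorescence ratio over baseline after carbachol; higher B-score means a larger calcium signal and so more RGS4 inhibition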
SKKanGAS inh = blocks kanamycin growth of S. pyogenes SKKanGAS strain; BacTiter-Glo, 6 h; inhibition, % at 7.5 µM; 300,000 tested, 1.3% active;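 active means mean replicate score, as percent of positive control median, at least 50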;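 further: strain carries kanamycin resistance gene driven by streptokinase promoter and grows in 40 µg/ml kanamycin; loss of luminescence reflects streptokinase promoter inhibition or plain growth inhibition; 0% = median of DMSO wells and 100% = positive control at its reference dose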
TRPC6 inh = mouse TRPC6 channel inhibition. 310,000 tested, 1.1% active. HEK293-TRPC6, membrane potential dye, ACh-evoked depolarization; stronger effect = lower value. AID 2553. Q61143. B-score at 10 µM;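 active means B-score under library mean minus 3 SD, initial fluorescence not abnormally high, positive integrated signal ratio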;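 further: B-score derived from integrated fluorescence ratio over the kinetic read; more negative B-score means stronger inhibition of depolarization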
RGS4 pot = potentiators or activators of RGS4; B-score at 10 µM; 310,000 tested, 0.92% active; HEK293 M3R/inducible RGS4, carbachol calcium flux Fluo4; stronger effect = lower value;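 active means B-score of the integrated calcium signal more than 4 SD below the library mean, with starting fluorescence not abnormally high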;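 further: negative B-score means reduced calcium response which marks RGS4 activation or potentiation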
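Test system: HEK293 cells with stable M3R and inducible RGS4; also added: carbachol at ECmax as muscarinic agonist stimulus; schedule: dye loading 30 min 37 °C, buffer rest 30 min RT; technique: kinetic calcium fluorescence imaging with Fluo4-AM dye, 2 µM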
MrgX1 antag = antagonists of human MrgX1 receptor; MRGX1-HEK293 calcium flux, Fluo-4, BAM8-22 antagonism; stronger effect = lower value; B-score at 10 µM; AID 588676; 310,000 tested, 1.3% active; Q96LB2;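 active means calcium-response B-score plate-corrected more than 3 library SD below zero, starting fluorescence within 5 deviations, no agonist response on first addition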;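 further: peak minus trough fluorescence over baseline after final BAM8-22 challenge near maximal dose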
TMEM16A act = activators or potentiators of mouse TMEM16A chloride channel. Q8BHY3. AID 623877. B-score at 10 µM. HEK293 TMEM16A/YFP-H148Q/I152L, iodide quench fluorescence; stronger effect = lower value. 340,000 tested, 0.3% active;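 active means fluorescence-ratio B-score plate-corrected deviation score at least 3 library SD below zero, with starting fluorescence score within 5 deviations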;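 further: channel opened by trigger with iodide after compound preincubation; score built on the fluorescence ratio of max minus min over baseline; more negative score means more quench and so TMEM16A activation or potentiation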
Target sequence (Q8BHY3 whole entry, looked up): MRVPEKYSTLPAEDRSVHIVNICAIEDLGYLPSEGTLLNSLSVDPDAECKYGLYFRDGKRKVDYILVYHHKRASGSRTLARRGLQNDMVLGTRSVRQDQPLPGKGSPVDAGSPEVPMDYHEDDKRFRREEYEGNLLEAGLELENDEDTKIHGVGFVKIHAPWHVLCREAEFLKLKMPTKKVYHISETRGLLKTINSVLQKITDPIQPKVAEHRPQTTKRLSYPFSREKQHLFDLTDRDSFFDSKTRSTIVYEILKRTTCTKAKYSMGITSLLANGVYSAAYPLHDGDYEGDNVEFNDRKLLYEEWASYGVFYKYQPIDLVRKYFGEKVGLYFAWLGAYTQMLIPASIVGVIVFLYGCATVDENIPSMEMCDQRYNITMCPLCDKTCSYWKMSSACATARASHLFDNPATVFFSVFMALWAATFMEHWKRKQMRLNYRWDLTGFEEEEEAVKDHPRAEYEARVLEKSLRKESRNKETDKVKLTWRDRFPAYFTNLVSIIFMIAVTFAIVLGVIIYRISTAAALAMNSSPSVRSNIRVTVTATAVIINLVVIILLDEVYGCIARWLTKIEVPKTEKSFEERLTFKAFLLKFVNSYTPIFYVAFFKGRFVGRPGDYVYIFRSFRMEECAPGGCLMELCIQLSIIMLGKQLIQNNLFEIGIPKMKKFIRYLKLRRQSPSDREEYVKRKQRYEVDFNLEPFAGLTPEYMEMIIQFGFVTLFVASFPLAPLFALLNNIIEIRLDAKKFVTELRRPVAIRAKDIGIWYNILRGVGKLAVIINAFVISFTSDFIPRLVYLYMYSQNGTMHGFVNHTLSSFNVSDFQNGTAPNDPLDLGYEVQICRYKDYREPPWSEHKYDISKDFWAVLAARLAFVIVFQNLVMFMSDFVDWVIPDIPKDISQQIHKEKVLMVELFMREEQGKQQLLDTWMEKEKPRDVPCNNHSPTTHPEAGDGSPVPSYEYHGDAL
TMEM16A inh = blocks the mouse calcium-activated chloride channel TMEM16A. AID 588511. normalized B-score (activity score, 25-100; higher = stronger inhibition) at 10 µM. HEK293 TMEM16A/YFP iodide influx fluorescence, ionomycin. 310,000 tested, 1.2% active. Q8BHY3;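 active means ratio plate-corrected score three or more library SD toward inhibition, starting fluorescence score within five deviations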;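 further: score derived from kinetic fluorescence span divided by baseline fluorescence per well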
HDAC3 inh = blocks human histone deacetylase 3. recombinant HDAC3, fluorogenic peptide/trypsin coupled, fluorescence. inhibition, % at 8.3 µM. 320,000 tested, 0.15% active. AID 2718; in the data active means inhibition above about 26%, passing the limit was not always enough
TRPC6 activator = mouse TRPC6 channel activation. Q61143. HEK293-TRPC6 membrane potential dye fluorescence; stronger effect = higher value. B-score at 10 µM. 310,000 tested, 0.13% active. AID 2550;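 active means B-score of the integrated fluorescence ratio above library mean plus 3 SD, and starting fluorescence ratio within library mean plus 5 SD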;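 further: higher score means more depolarization so channel activation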
An asterisk follows results filed as active.

How did CC(=O)c1ccc(NC(=O)C2CCCN(S(=O)(=O)c3c(C)[nH]c(=O)[nH]c3=O)C2)cc1 (stereo not drawn) do in these assays?
MrgX1 allo act: inactive; MrgX1 ag: inactive; RGS4 inh: inactive; SKKanGAS inh: 2; TRPC6 inh: inactive; RGS4 pot: inactive; MrgX1 antag: inactive; TMEM16A act: inactive; TMEM16A inh: inactive; HDAC3 inh: 1; TRPC6 activator: inactive

Results for Cc1cc(F)c(F)c(C(=O)N2C(C)CCCC2C)c1Cl (stereo not drawn) ?
MrgX1 allo act: inactive; MrgX1 ag: inactive; RGS4 inh: inactive; SKKanGAS inh: -14; TRPC6 inh: inactive; RGS4 pot: inactive; MrgX1 antag: inactive; TMEM16A act: inactive; TMEM16A inh: inactive; TRPC6 activator: inactive

What do the screens show for `Cc1ccc(C)c(NC(=O)CN2C(=O)CC(C)S(=O)(=O)c3ccccc32)c1` (stereo not drawn)?
MrgX1 allo act: inactive; MrgX1 ag: inactive; RGS4 inh: inactive; SKKanGAS inh: 1; TRPC6 inh: inactive; RGS4 pot: inactive; MrgX1 antag: inactive; TMEM16A act: inactive; TMEM16A inh: inactive; HDAC3 inh: 3; TRPC6 activator: inactive

Results for COc1ccccc1NC(=O)C(=O)N1CCCC1 ?
MrgX1 allo act: inactive; MrgX1 ag: inactive; RGS4 inh: inactive; SKKanGAS inh: -12; TRPC6 inh: inactive; RGS4 pot: inactive; MrgX1 antag: inactive; TMEM16A act: inactive; TMEM16A inh: inactive; HDAC3 inh: -2; TRPC6 activator: inactive

How did Cc1ccc(NN2C(=O)C=C(c3ccc(Cl)cc3)C2=O)cc1 do in these assays?
MrgX1 allo act: inactive; MrgX1 ag: inactive; RGS4 inh: inactive; SKKanGAS inh: 22; TRPC6 inh: inactive; RGS4 pot: inactive; MrgX1 antag: inactive; TMEM16A act: inactive; TMEM16A inh: inactive; HDAC3 inh: -9; TRPC6 activator: inactive

How did COc1ccccc1C(=O)COC(=O)CNS(=O)(=O)c1ccc(C)c(C)c1 do in these assays?
MrgX1 allo act: inactive; MrgX1 ag: inactive; RGS4 inh: inactive; SKKanGAS inh: -3; TRPC6 inh: inactive; RGS4 pot: inactive; MrgX1 antag: inactive; TMEM16A act: inactive; TMEM16A inh: inactive; HDAC3 inh: 1; TRPC6 activator: inactive

What do the screens show for `CC(C)C(c1nnnn1C1CCCCC1)N1CCCc2ccccc21` (stereo not drawn)?
MrgX1 allo act: inactive; MrgX1 ag: inactive; RGS4 inh: inactive; SKKanGAS inh: 12; TRPC6 inh: inactive; RGS4 pot: inactive; MrgX1 antag: inactive; TMEM16A act: inactive; TMEM16A inh: inactive; HDAC3 inh: 5; TRPC6 activator: inactive

Results for CCOc1ccccc1NC(=O)CN(C)S(=O)(=O)c1ccc2[nH]c(=O)oc2c1 ?
MrgX1 allo act: inactive; MrgX1 ag: inactive; RGS4 inh: inactive; SKKanGAS inh: 15; TRPC6 inh: inactive; RGS4 pot: inactive; MrgX1 antag: inactive; TMEM16A act: inactive; TMEM16A inh: inactive; HDAC3 inh: -1; TRPC6 activator: inactive

Results for CCOc1ccccc1OCCCCOc1ccccc1F ?
MrgX1 allo act: inactive; MrgX1 ag: inactive; RGS4 inh: inactive; SKKanGAS inh: 9; TRPC6 inh: inactive; RGS4 pot: inactive; MrgX1 antag: inactive; TMEM16A act: inactive; TMEM16A inh: inactive; HDAC3 inh: -2; TRPC6 activator: inactive

Results for Cn1cnc(S(=O)(=O)NCc2ccccc2)c1 ?
MrgX1 allo act: inactive; MrgX1 ag: inactive; RGS4 inh: inactive; SKKanGAS inh: -4; TRPC6 inh: inactive; RGS4 pot: inactive; MrgX1 antag: inactive; TMEM16A act: inactive; TMEM16A inh: inactive; TRPC6 activator: inactive

What do the screens show for `COc1ccc(S(=O)(=O)N2CCN(C(=O)c3cc(C)oc3C)CC2)cc1`?
MrgX1 allo act: inactive; MrgX1 ag: inactive; RGS4 inh: inactive; SKKanGAS inh: -9; TRPC6 inh: inactive; RGS4 pot: inactive; MrgX1 antag: inactive; TMEM16A act: inactive; TMEM16A inh: inactive; HDAC3 inh: 0; TRPC6 activator: inactive

How did O=C(CN1CCN(S(=O)(=O)c2ccc(F)cc2)CC1)Nc1ccc(Cl)cn1 do in these assays?
MrgX1 allo act: inactive; MrgX1 ag: inactive; RGS4 inh: inactive; SKKanGAS inh: 10; TRPC6 inh: inactive; RGS4 pot: inactive; MrgX1 antag: inactive; TMEM16A act: inactive; TMEM16A inh: inactive; HDAC3 inh: -7; TRPC6 activator: inactive

Results for CCOc1cc(N2CCOCC2)c(OCC)cc1NC(=O)COC(=O)c1ccccc1C ?
MrgX1 allo act: inactive; MrgX1 ag: inactive; RGS4 inh: inactive; SKKanGAS inh: -2; TRPC6 inh: inactive; RGS4 pot: inactive; MrgX1 antag: inactive; TMEM16A act: inactive; TMEM16A inh: inactive; HDAC3 inh: -4; TRPC6 activator: inactive

How did COc1ccc(C(=O)c2c[nH]cc2-c2ccccc2)cc1 do in these assays?
MrgX1 allo act: inactive; MrgX1 ag: inactive; RGS4 inh: inactive; SKKanGAS inh: -1; TRPC6 inh: inactive; RGS4 pot: inactive; MrgX1 antag: inactive; TMEM16A act: inactive; TMEM16A inh: inactive; HDAC3 inh: -1; TRPC6 activator: inactive

What do the screens show for `CCOC(=O)C1CCCN(CCC(=O)Nc2cccc(F)c2)C1` (stereo not drawn)?
MrgX1 allo act: inactive; MrgX1 ag: inactive; RGS4 inh: inactive; SKKanGAS inh: -6; TRPC6 inh: inactive; RGS4 pot: inactive; MrgX1 antag: inactive; TMEM16A act: inactive; TMEM16A inh: inactive; HDAC3 inh: 1; TRPC6 activator: inactive

What do the screens show for `O=C(c1ccc2c(=O)n3c(nc2c1)CCCCC3)N1CCN(c2ccccc2F)CC1`?
MrgX1 allo act: inactive; MrgX1 ag: inactive; RGS4 inh: inactive; SKKanGAS inh: -1; TRPC6 inh: inactive; RGS4 pot: inactive; MrgX1 antag: inactive; TMEM16A act: inactive; TMEM16A inh: inactive; HDAC3 inh: -9; TRPC6 activator: inactive

What do the screens show for `O=C(CN1CCN(c2ccccc2F)CC1)Nc1ccccc1F`?
MrgX1 allo act: inactive; MrgX1 ag: inactive; RGS4 inh: inactive; SKKanGAS inh: 2; TRPC6 inh: inactive; RGS4 pot: inactive; MrgX1 antag: inactive; TMEM16A act: inactive; TMEM16A inh: inactive; HDAC3 inh: -3; TRPC6 activator: inactive

What do the screens show for `Cc1ccc(S(=O)(=O)N2CCOCC2)cc1NC(=O)Cn1ccsc1=N`?
MrgX1 allo act: inactive; MrgX1 ag: inactive; RGS4 inh: inactive; SKKanGAS inh: -5; TRPC6 inh: inactive; RGS4 pot: inactive; MrgX1 antag: inactive; TMEM16A act: inactive; TMEM16A inh: inactive; HDAC3 inh: 8; TRPC6 activator: inactive

What do the screens show for `COc1cc(OC)cc(-c2nnc(Sc3ccc(C=O)cc3[N+](=O)[O-])o2)c1`?
MrgX1 allo act: inactive; MrgX1 ag: inactive; RGS4 inh: 7.2*; SKKanGAS inh: -15; TRPC6 inh: inactive; RGS4 pot: inactive; MrgX1 antag: -4.5*; TMEM16A inh: inactive; HDAC3 inh: 4; TRPC6 activator: inactive

Results for O=C(O)/C=C1\CCCc2ccccc2C1O (stereo not drawn) ?
MrgX1 allo act: inactive; MrgX1 ag: inactive; MrgX1 antag: inactive; TMEM16A act: inactive; TMEM16A inh: inactive; HDAC3 inh: 0

How did O=C(/C=C\c1ccccc1[N+](=O)[O-])Nc1ccccc1 do in these assays?
MrgX1 allo act: inactive; MrgX1 ag: inactive; RGS4 inh: inactive; SKKanGAS inh: 2; TRPC6 inh: inactive; RGS4 pot: inactive; MrgX1 antag: inactive; TMEM16A act: inactive; TMEM16A inh: inactive; HDAC3 inh: 4; TRPC6 activator: inactive

How did CC(=O)c1ccc(NC(=O)c2ccc(COc3ccccc3[N+](=O)[O-])o2)cc1 do in these assays?
MrgX1 allo act: inactive; MrgX1 ag: inactive; RGS4 inh: inactive; SKKanGAS inh: -2; TRPC6 inh: inactive; RGS4 pot: inactive; MrgX1 antag: inactive; TMEM16A act: inactive; TMEM16A inh: inactive; HDAC3 inh: -4; TRPC6 activator: inactive

Results for CSc1ccccc1NC(=O)Cn1c([N+](=O)[O-])cnc1C ?
MrgX1 allo act: inactive; MrgX1 ag: inactive; RGS4 inh: inactive; SKKanGAS inh: -8; TRPC6 inh: inactive; RGS4 pot: inactive; MrgX1 antag: inactive; TMEM16A act: inactive; TMEM16A inh: inactive; HDAC3 inh: -1; TRPC6 activator: inactive

How did COC(=O)c1sc(N2C(=O)C(=O)/C(=C(/O)c3ccccc3)C2c2ccco2)nc1C (stereo not drawn) do in these assays?
MrgX1 allo act: inactive; MrgX1 ag: inactive; RGS4 inh: inactive; SKKanGAS inh: 16; TRPC6 inh: inactive; RGS4 pot: inactive; MrgX1 antag: inactive; TMEM16A act: inactive; TMEM16A inh: inactive; HDAC3 inh: 10; TRPC6 activator: inactive

What do the screens show for `Cc1sc2nc(N3CCOCC3)[nH]c(=O)c2c1-c1ccccc1`?
MrgX1 allo act: inactive; MrgX1 ag: inactive; RGS4 inh: inactive; SKKanGAS inh: -2; TRPC6 inh: inactive; RGS4 pot: inactive; MrgX1 antag: inactive; TMEM16A act: inactive; TMEM16A inh: inactive; HDAC3 inh: -3; TRPC6 activator: inactive

Results for Cc1cccc(N=C2NC(=O)/C(=C/c3cccn3C)S2)c1 ?
MrgX1 allo act: inactive; MrgX1 ag: inactive; RGS4 inh: inactive; SKKanGAS inh: -3; TRPC6 inh: inactive; RGS4 pot: inactive; MrgX1 antag: inactive; TMEM16A act: inactive; TMEM16A inh: inactive; HDAC3 inh: 0; TRPC6 activator: inactive

Results for Cc1ccc(S(=O)(=O)N(C)C)cc1NC(=S)NNC(=O)C(N)=O ?
MrgX1 allo act: inactive; MrgX1 ag: inactive; RGS4 inh: inactive; SKKanGAS inh: -7; TRPC6 inh: inactive; RGS4 pot: inactive; MrgX1 antag: inactive; TMEM16A act: inactive; TMEM16A inh: inactive; HDAC3 inh: 5; TRPC6 activator: inactive
